MITF primary: human MITF inhibition, primary screen | O75030 | AlphaScreen MITF homodimerization, bead proximity signal | AID 1259374 | inhibition, % at 2.6 µM | 0.91% of 650,000 active; in the data active means inhibition above about 50%;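 further: 0% = vehicle wells with protein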
GPR151 activ: activates the human receptor GPR151. Q8TDV0. PathHunter beta-arrestin GPR151 cells, luminescence. activation, % at 11.2 µM. 1% of 650,000 active. AID 1508602; in the data active means activation above about 4.9%;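 further: 0% = median of compound wells and 100% = cells with positive control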
FBW7 activator: human FBW7 E3 ligase activation, primary screen; 0.13% of 650,000 active; AlphaScreen FBW7–phospho-cyclin E peptide binding, activator screen; Q969H0; normalized activity (activation), % at 26.1 µM; in the data active means normalized activity above about 1.9%;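 further: purified mutant Fbw7 with reduced substrate affinity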
Target sequence (Q969H0 whole entry, looked up): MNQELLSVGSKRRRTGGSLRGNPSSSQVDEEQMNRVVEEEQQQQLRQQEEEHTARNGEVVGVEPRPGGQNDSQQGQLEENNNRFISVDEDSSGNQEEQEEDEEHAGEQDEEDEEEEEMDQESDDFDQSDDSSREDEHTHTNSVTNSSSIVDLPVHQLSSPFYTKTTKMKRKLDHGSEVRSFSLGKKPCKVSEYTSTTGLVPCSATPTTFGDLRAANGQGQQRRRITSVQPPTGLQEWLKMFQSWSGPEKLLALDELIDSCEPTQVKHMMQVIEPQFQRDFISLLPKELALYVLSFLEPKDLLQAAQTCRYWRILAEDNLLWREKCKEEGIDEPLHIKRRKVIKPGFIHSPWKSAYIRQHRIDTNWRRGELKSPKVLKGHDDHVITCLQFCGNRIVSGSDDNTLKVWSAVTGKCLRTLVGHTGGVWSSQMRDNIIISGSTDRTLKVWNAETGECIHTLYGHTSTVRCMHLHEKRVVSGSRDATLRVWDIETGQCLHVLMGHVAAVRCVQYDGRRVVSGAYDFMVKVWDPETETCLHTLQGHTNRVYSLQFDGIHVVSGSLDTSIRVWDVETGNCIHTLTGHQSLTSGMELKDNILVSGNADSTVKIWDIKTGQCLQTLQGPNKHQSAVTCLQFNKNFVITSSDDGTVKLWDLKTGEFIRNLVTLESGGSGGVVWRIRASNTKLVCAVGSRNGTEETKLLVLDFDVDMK
TEAD-YAP block: TEAD-YAP interaction inhibition; HEK-TIYL cells, TEAD-Gal4/YAP UAS-luciferase luminescence; inhibition, % at 9.12 µM; 1.4% of 640,000 active; AID 1259422; in the data active means inhibition above about 32%;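 further: 0% = median of test compound wells and 100% = reference inhibitor wells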
* marks the source's active call; other numbers are inactive results; & = joins results of further samples.

canonical_smiles	MITF primary	GPR151 activ	FBW7 activator	TEAD-YAP block
Cc1nnc(SCC(=O)c2c[nH]c3ccccc23)[nH]c1=O	2	2.6	0.1	6
CC(C)CCNC(=O)c1ccc2nc(N3CCOCC3)sc2c1	4	-0.5	-0.3	-12
Cc1ccccc1C(=O)NC(C)c1nnc2n1CCN(Cc1ccccc1Cl)CC2 (configuration not stated)	-11	-1.9	-0.1	0
CC(NC(=O)CN1C(=O)/C(=C\c2cccc(F)c2)Oc2ccccc21)c1ccccc1 (configuration not stated)	10	-0.6	0.3	4
COc1ccc(CNC(=O)CCCn2c(SCc3ccccc3F)nc3cc4c(cc3c2=O)OCO4)cc1	13	0.3	0.4	-4
Cc1ccccc1Nc1ccc2noc3c2c1C(=O)c1ccccc1-3	26	-1.3	-0.2	-2
Cc1cccc(CNc2ncnc3sc(C(=O)N4CCC(C)CC4)c(C)c23)n1	8	1.5	0.0	-31
NC(=O)CSc1nnc(-c2cccs2)n1CCc1ccccc1	4	-0.4	0.3	10
COC(=O)c1ccc(C(=O)OC)c(NC(=O)CSc2nc(C)cc(C)c2C#N)c1	9	1.4	0.3	-8
COc1ccc(/C=C2/N=C(c3ccccc3)N(c3ccccc3)C2=O)cc1	9	-1.5	0.1	-40
CN(C)c1ccc(NC(=O)CN2CCC(NC(=O)C3CCCCC3)CC2)cc1	0	-0.4	0.0	16
CCN(CC)CCNC(=O)c1ccc2c(c1)N=C(C)c1ccccc1S2	2	1.1	-0.1	3
COc1ccc(NC(=O)COc2ccc(S(=O)(=O)NC3CCCCC3)cc2)cc1	10	-0.4	0.1	17
O=C(CSc1nc2ccc(NC(=O)c3ccccc3Cl)cc2s1)Nc1ccc(Br)cc1	19	1.1	0.0	11
Cc1ccc(O)c(C2=NOC(O)(C(F)(F)C(F)F)C2)c1 (configuration not stated)	7	1.6	-0.1	-4
CCOC(=O)CNC(=O)Cn1cc(OC)c(=O)cc1CN1CCC(C)CC1	8	0.3	0.1	4
Cc1[nH]c2ccc(OC(F)(F)F)cc2c1CCNC(=O)Cc1ccc(Cl)cc1	5	-1.0	0.7	3
CCCCNC(=O)CSc1nc2cc3c(cc2c(=O)n1CCCC(=O)NCc1ccc2c(c1)OCO2)OCO3	-4	-1.1	0.0	-3
O=C(Nc1ccc(Cc2ccncc2)cc1)c1ccc([N+](=O)[O-])cc1Cl	3	-0.6	-0.1	36*
c1cn2cc(Cc3nnc4n3CCCCC4)nc2s1	5	-0.6	-0.6	-2
CCc1cc(N2CCN(C)CC2)n2nc3nc(C)cc(C)c3c2n1	-4	7.2*	0.1	-12
OCCOc1nnnn1-c1ccccc1	-6	-0.7	-0.1	-11
Cc1ccc(C(=O)COC(=O)CCC(=O)Nc2ccccc2Cl)cc1[N+](=O)[O-]	-21	-0.6	-0.1	4
COc1ccc(CCNc2nc(N3CCN(Cc4ccc5c(c4)OCO5)CC3)nc3c2ncn3CCN2CCCC2=O)cc1	-1	-0.9	-0.3	30
CCOCC(=O)NCc1ccc(OC)cc1	-3	0.4	-0.3	10
O=c1ccc2cc(S(=O)(=O)NCCN3CCCCCC3)ccc2[nH]1	-5	0.0	-0.1	6
O=C(COc1ccc(Cl)cc1Cl)N1CCN(c2ccc([N+](=O)[O-])cc2)CC1	7	0.5	0.0	2
Cc1ccc(O)c(NC(=O)c2cccc(F)c2)c1	-4	-3.2	-0.1	-34
Cc1nc2sc3c(c2c(=O)n1/N=C/c1cccc([N+](=O)[O-])c1O)CCCC3	-13	1.2	0.3	-1
O=C(Cn1cnc2c(nnn2-c2ccc(Cl)cc2)c1=O)N1CCCC1	4	-0.3	0.0	-10

Full records, quoted from the list. Screens in order: MITF primary	GPR151 activ	FBW7 activator	TEAD-YAP block
Results for O=C(Nc1ccc(Cc2ccncc2)cc1)c1ccc([N+](=O)[O-])cc1Cl : 3	-0.6	-0.1	36*
Results for Cc1nc2sc3c(c2c(=O)n1/N=C/c1cccc([N+](=O)[O-])c1O)CCCC3 : -13	1.2	0.3	-1

The list continues.
canonical_smiles	MITF primary	GPR151 activ	FBW7 activator	TEAD-YAP block
COC(=O)CCc1cn2ccccc2n1	8	-0.6	1.4	-20
O=C(N/N=C/c1ccc([N+](=O)[O-])cc1)C(=O)Nc1ccccn1	-4	-1.0	0.4	-1
CN(CCc1ccccn1)Cc1cc2c(cc1[N+](=O)[O-])OCO2	8	0.9	-0.1	-9
COc1ccc(-c2nc3ccc(C)cc3c(=O)o2)cc1OC	18	-1.4	0.1	-3
COc1ccc(-c2nnc(SCC(=O)NCc3ccco3)n2-c2ccccc2)cc1	-2	0.9	-0.1	-3
O=C(Nc1nc(-c2ccccc2)c(-c2ccc([N+](=O)[O-])cc2)s1)c1ccc(Cl)cc1Cl	-1	-1.4	0.1	4
CC(C)NC(=O)c1ccc(N2CCOCC2)nc1	2	-2.7	0.9	1
COc1ccc(NC(=O)c2cccc(S(=O)(=O)NCc3ccccc3)c2)cc1	-4	-0.1	-0.2	-4
CCCCCOc1ccc(NC(=O)c2ccc(Br)o2)cc1	0	-1.6	0.0	-41
Cc1nn(C(=O)c2cccs2)c(N)c1-c1ccccc1	6	1.3	0.0	-69
CCC(=C(c1ccc(OC)cc1)c1ccc(OC)cc1)c1cn(CC(O)CN2CCCC2)c2ccccc12 (configuration not stated)	4	2.6	-1.0	-11
COC(=O)c1cc(C(=O)OCc2nc3sc(C)c(C)c3c(=O)[nH]2)cc([N+](=O)[O-])c1	-16	-0.4	-0.2	2
Cc1ccc2[nH]c(=O)c(CN(CCCO)Cc3nnnn3Cc3ccc(F)cc3)cc2c1	2	-1.0	0.2	-7
O=C(c1ccc(S(=O)(=O)N2CCCC2)cc1)N1CCN=C1SCc1ccccc1Cl	1	1.6	1.1	11
NNC(=O)c1ccc(NS(=O)(=O)c2cccc([N+](=O)[O-])c2)cc1	14	0.0	0.5	-5
CC1CCC(NC2CC(=O)N(c3ccccc3)C2=O)CC1 (configuration not stated)	-2	-0.5	0.4	-1
O=C(CCn1nnc2ccccc2c1=O)NCCC1=CCCCC1	-1	0.8	0.0	0
O=C(NNC(=O)C(c1ccccc1)c1ccccc1)c1ccc(Br)s1	-7	0.8	0.0	0
Cc1cc(C)nc(-n2ncc3c2CC(c2ccco2)CC3=O)n1 (configuration not stated)	38	-0.4	-0.2	6
COc1ccccc1-c1cc(C(=O)NCc2cccs2)no1	-2	-0.1	0.1	-3
CC(=O)NC(=O)c1cc2cc(Cl)cc(Cl)c2oc1=Nc1ccc(C#N)cc1	7	-0.2	0.0	3
O=C(Nc1ccc(Cl)cc1)N1CCN(c2nc(-c3ccc(F)cc3)cs2)CC1	17	2.7	0.3	-15
O=C(NCCC1=CCCCC1)C1CCN(C(=O)N2CCOc3ccccc32)CC1	-1	1.3	0.1	-5
CC1=CC(=C(C#N)C#N)C=C(C)N1CCC(C)C	4	0.9	0.2	-4
CCCCCC(=O)Nc1ccc(C(=O)Nc2cccc(CC)c2)cc1	-4	0.9	-0.2	-10
COCC(=O)NCC1CCC2(CCN(Cc3ccccc3OC)CC2)O1 (configuration not stated)	4	0.4	0.2	0
CC(=O)Nc1ccc(-c2ccco2)cc1	9	-0.1	0.0	-34
OC1CCC(Nc2nc(NCc3ccccc3)c3ncn(-c4ccccc4)c3n2)CC1 (configuration not stated)	-2	0.5	0.0	-40
CCCn1cc(SCC(=O)Nc2nc3ccccc3s2)c2ccccc21	12	-0.3	-0.1	10
Cc1cc(-c2cnc(C)nc2C2CCN(C(=O)c3cccnc3)CC2)on1	-12	0.1	0.0	1

Three structures already listed, sorted by length of the SMILES, high to low.
canonical_smiles	MITF primary	GPR151 activ	FBW7 activator	TEAD-YAP block
O=C(c1ccc(S(=O)(=O)N2CCCC2)cc1)N1CCN=C1SCc1ccccc1Cl	1	1.6	1.1	11
O=C(Nc1ccc(Cl)cc1)N1CCN(c2nc(-c3ccc(F)cc3)cs2)CC1	17	2.7	0.3	-15
COc1ccc(NC(=O)c2cccc(S(=O)(=O)NCc3ccccc3)c2)cc1	-4	-0.1	-0.2	-4

(cont.)
canonical_smiles	MITF primary	GPR151 activ	FBW7 activator	TEAD-YAP block
COC(=O)C1=C(C)NC2=C(C(=O)CC(C)(C)C2)C1c1cc([N+](=O)[O-])ccc1Cl (configuration not stated)	11&16	-0.3&-1.5	0.1&0.5	8&20
COCCOC(=O)C1=C(C)NC(=O)NC1c1ccc2c(c1)OCO2 (configuration not stated)	-9	-0.6	-0.1	-3
NC(=O)COC(=O)c1ccc2c(c1)S(=O)(=O)N=C1CCCCCN12	0	0.1	0.2	-2
CCOC(=O)c1ccc(NC(=O)c2sc(NC(=O)CCc3ccccc3)c(C(=O)OCC)c2C)cc1	19	0.7	-0.5	-1
COC(=O)C1=C(C)N(CC2CCCO2)C(=O)/C1=C\c1ccc(C(=O)OC)cc1 (configuration not stated)	-20	-1.2	0.0	-12
O=C(NCCc1ccc(O)cc1)c1csc(Nc2cnccn2)n1	11	0.6	0.0	-6
Cc1ccc(CN(C)C(=O)CCc2nnc(Cc3c[nH]c4ccccc34)o2)cc1	2	0.2	-0.1	-23
CN1CCN(c2ccc([N+](=O)[O-])cc2C(=O)Nc2ccccc2)CC1	7	0.3	0.2	5
CCCCNC(=O)c1ccc2c(=O)n(CCN(CC)CC)c(=S)[nH]c2c1	35	1.2	0.1	-3
CCCCOc1cccc(C(=O)Nc2cc3nn(-c4ccc(OC)cc4)nc3cc2C)c1	4	0.0	-0.1	3
CN(C1=CC(=O)c2ccccc2C1=O)c1ccccc1	32	0.0	-0.4	4
Cc1cc(C)c(C(=O)N2CCCC(CNC(=O)C3(c4ccc(Cl)cc4)CC3)C2)c(=O)[nH]1 (configuration not stated)	-14	-0.9	-0.1	-5
CCN(CC)CCN(CC(=O)Nc1c(C)cc(C)cc1C)C(=O)c1ccccc1	-18	0.8	-0.1	0
Cc1nc2c(sc3nc4c(cc32)COC(C)(C)C4)c(=O)n1CCC(C)C	4	-0.6	-0.2	-39
C=CCNC(=O)CN(CCc1ccccc1)S(=O)(=O)c1ccc(Cl)cc1	5	1.7	0.1	16
COc1ccc2cc(/C=N/NS(=O)(=O)c3ccccc3)c(Cl)nc2c1	12	0.0	0.6	2
O=C(CSc1nnc(-c2cccc(Cl)c2)o1)N1CCOCC1	10	-0.9	-0.1	-5
C#CCN(CC#C)c1ccc(Cl)cc1	-5	0.4	-0.1	1
O=C(NCCc1ccc(Cl)cc1)C1CCN(C(=O)NC2CCCCC2)CC1	3	1.8	0.0	-1
CCOC(=O)N1CCN(C(=O)C(C)Oc2ccc(OC)cc2)CC1 (configuration not stated)	-9	1.6	-0.1	-9
Cc1ccccc1OCC(=O)NNC(=O)C(C)N1C(=O)c2ccccc2C1=O (configuration not stated)	7	0.9	-0.1	-2
CCOc1ccc(-n2c(=S)sc3c(=O)n(-c4ccccc4)c(SCC(=O)C(C)(C)C)nc32)cc1	1	-0.6	0.8	2
CN(C)CCNc1cc(N2CCOCC2)c2noc3c2c1C(=O)c1ccccc1-3	20	-1.5	-0.3	-40
COC(=O)CN(C)C(=O)CCc1nnc(C2(c3ccc(Cl)cc3)CCC2)o1	7	-1.1	0.8	2
Cc1c(C(=O)Nc2cccc([N+](=O)[O-])c2)sc2nc(-c3ccccc3)cn12	8	0.2	0.0	-11
COCCOC(=O)C1=C(C)NC2=C(C(=O)CC(c3cccs3)C2)C1c1ccc(C)s1 (configuration not stated)	-13&6	1.1&-0.7	0.1&0.6	8&16
O=S(=O)(Cc1nc2ccccc2[nH]1)c1ccccc1	-1	0.7	-0.2	4
Cc1cccc(Oc2nc3c(C)cccn3c(=O)c2/C=C(\C#N)C(=O)N2CCOCC2)c1C	17	0.0	0.4	8
CNC(=O)C(=O)NCC1OCCCN1S(=O)(=O)c1ccc(C)cc1 (configuration not stated)	0	-2.0	0.2	-6
O=C(Nc1ccc(N2CCC(NCc3ccncc3)CC2)cc1)c1ccccc1F	6	-0.7	0.6	-4
O=C(O)c1ccc(CS(=O)(=O)c2c(Cl)cccc2Cl)o1	13	0.4	0.1	2
CC(C)C(=O)N1CCN(c2ccc([N+](=O)[O-])cc2)CC1	10	-0.8	0.3	10
COc1ccc(-n2nc(C(=O)Nc3cccc(OC)c3)c3ccccc3c2=O)cc1	1	-0.6	0.0	2
O=C(c1cc(-c2ccccc2F)n[nH]1)N1CCOc2ccc(C(O)c3ccccn3)cc2C1 (configuration not stated)	9	1.4	-0.1	3
Cc1ccc(NC(=O)CSCc2n[nH]c(=O)[nH]2)c(C)c1	4	1.0	0.0	3
OCCSc1ncnc2sc3c(c12)CCC3	-1	0.4	0.1	10
O=C(NCCc1ccccc1)c1ccc(CNC(=O)c2ccc(Br)cc2)cc1	-6	-1.6	-0.2	-3
Cc1ccc(CN2CCN3C(=O)[C@@H](CO)NC(=O)[C@H]3C2)cc1F	-10	-1.5	0.1	-9
Cc1cccc(NC(=O)c2sc3ncn(CC(=O)N4CCCCC4C)c(=O)c3c2C)n1 (configuration not stated)	4	-1.4	-0.2	-5
CCC1CN(CCNC(=O)C(c2cccnc2)N2CCCC2)Cc2cc(OC)ccc2O1 (configuration not stated)	-4	1.3	0.0	-4
